CBFb RUNX1 block – inhibitors of human CBF-beta and RUNX1 interaction; Q01196+Q13951; AlphaScreen CBFb-His/RUNX1-biotin binding, biochemical; Potency, µM (titrated, usually from 59.8 µM), without a hit: at the top dose activity, negative = inhibition, actives largely listed as inhibitors; 230,000 tested, under 10 active; also: % of control where 0% means no effect
Target sequence (Q01196 whole entry, looked up): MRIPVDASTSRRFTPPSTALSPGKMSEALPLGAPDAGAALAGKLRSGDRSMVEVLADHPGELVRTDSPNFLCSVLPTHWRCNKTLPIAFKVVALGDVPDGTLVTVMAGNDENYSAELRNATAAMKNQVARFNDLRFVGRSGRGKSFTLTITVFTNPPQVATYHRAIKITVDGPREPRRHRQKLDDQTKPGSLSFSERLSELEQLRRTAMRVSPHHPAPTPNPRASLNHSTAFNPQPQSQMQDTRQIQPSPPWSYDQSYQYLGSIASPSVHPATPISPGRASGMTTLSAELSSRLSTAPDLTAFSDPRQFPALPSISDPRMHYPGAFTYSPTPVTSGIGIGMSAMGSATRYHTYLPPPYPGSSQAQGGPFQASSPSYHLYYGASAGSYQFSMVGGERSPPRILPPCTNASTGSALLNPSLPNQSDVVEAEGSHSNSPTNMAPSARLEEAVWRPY
Target sequence (Q13951 whole entry, looked up): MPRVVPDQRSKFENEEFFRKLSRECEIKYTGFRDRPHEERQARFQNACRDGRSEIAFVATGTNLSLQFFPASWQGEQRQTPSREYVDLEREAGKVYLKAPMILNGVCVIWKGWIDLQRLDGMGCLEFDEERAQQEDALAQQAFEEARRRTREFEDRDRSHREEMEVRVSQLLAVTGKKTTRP
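Inhibition was taken as any reduction in AlphaScreen signal from the CBF-beta–RUNX1 pair (His and biotin tags, 30 nM each), measured after compound (15 min) and bead (90 min) incubations at room temperature.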
LMNA splice mod – changes lamin A minigene splicing in HeLa cells; HeLa LMNA splicing GFP/RFP minigene ratio, 48 h; Potency, µM (series often up to 46.1 µM), without a hit: at the top dose ratio change, negative = inhibition, hits mostly inhibitors; 200,000 compounds, 0.01% hits; AID 1487; active = well fitted inhibition curve with a large enough effect in the signal ratio, with a control signal flat, not every such curve was filed as active; inconclusive = small, poorly fitted or top-dose-only effect, or effect the other way, or a change in a side signal; the % refers to the signal ratio; also: potency is read from the fitted curve at half-maximal effect; % is scaled to controls: 0 for no effect and ±100 for the full control effect
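Read-out is the ratio of GFP to DsRed2 object intensity, acquired by 488 nm laser-scanning cytometry on HeLa lamin A-EGFP minigene reporter cells. Compound incubation 48 hrs at 37 °C in Opti-MEM with 2% FBS; DMSO 0.5% final.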
IMPase Li cell – membrane-permeable IMPase blocker, potentiated with lithium; 210,000 compounds, 0.35% hits; CHO-M1 cells, IP1 TR-FRET (IP-One), carbachol + lithium; Potency, µM (top dose mostly 59.4 µM), inactives show top-dose activity, negative = IMPase inhibition, actives largely listed as inhibitors;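 also: IP1 builds up when IMPase is blocked and the TR-FRET signal falls; potency is read from the fitted curve at half-maximal effect; plate controls were basal vehicle for no effect and high inhibitor control for full effect; nearly all actives have a fitted effect of over 50% in size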
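Readout is a homogeneous TR-FRET IP1 immunoassay (Ex 320, Em 665 and 620), where raised cytosolic IP1 lowers signal. Cells were CHO-M1 treated 30 min at 37C with test compounds plus a little lithium; AC50 values came from Hill-equation fitting.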
KinaseGlo FLuc – Kinase-Glo luciferase inhibition (counter-screen); Q27757; Kinase-Glo luciferase, ATP luminescence, 8 min; Potency, µM (doses to about 38.3 µM), inactives show top-dose activity change, negative = inhibition, actives largely listed as inhibitors; 200,000 compounds, 0.28% hits; also: potency is read from the fitted curve at half-maximal effect; % is scaled to controls: 0 for no effect and ±100 for the full control effect; nearly all actives have a fitted effect of over 60% in size
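Compounds were added to a substrate mix at pH 7.2 (50 mM imidazole, 10 uM ATP, within the enzyme's linear range), followed by Kinase-Glo detection reagent; luminescence was measured after 8 minutes at ambient temperature.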
SMN2 splice enh – enhancers of SMN2 splice variant expression; HEK293 SMN2-luciferase splicing reporter, luminescence, 30-36 h; Potency, µM (series often up to 46.1 µM), for inactives: top-dose activity change, positive = activation, usual class: activators; 210,000 compounds, 2.8% hits; also: potency is read from the fitted curve at half-maximal effect; % of control where 0% means no effect; nearly all actives have a fitted effect of over 55% in size
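HEK293 cells carry an SMN2 minigene-luciferase reporter in which exon 7 inclusion puts luciferase in frame. Cells were seeded at 2000 cells/well, attached for 10-12 hours, then exposed to compounds for 30-36 hours at 37C before ONE-Glo luminescence.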
HTT ATP protect – Huntington cell model cytoprotection by ATP luminescence; PC12 HTT-Q103 induced, cytoprotection, ATP luminescence, 40 h; Potency, µM (series often up to 56.4 µM), without a hit: cytoprotection (ATP increase), hits mostly activators; 230,000 compounds, 0.14% hits;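 also: potency is read from the fitted curve at half-maximal effect; % of control where 0% means no effect; nearly all actives have a fitted effect of over 45% in size; toxic huntingtin expression switched on by the ecdysone agonist tebufenozide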
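Huntington model: PC12 line, ecdysone-inducible HTTQ103 exon1–GFP, tebufenozide 100 nM. Test articles in a dose series. Endpoint luminescence from cellular ATP.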
HTT aggregate – reduces HttQ103-GFP aggregates in PC12 cells | PC12 HttQ103-GFP aggregates, Acumen cytometry, 40 h | Potency, µM (titrated, usually from 46.1 µM), without a hit: at the top dose activity change, negative = inhibition, hits mostly inhibitors | 220,000 compounds, 1.1% hits; also: potency is read from the fitted curve at half-maximal effect; % is scaled to controls: 0 for no effect and ±100 for the full control effect; nearly all actives have a fitted effect of over 60% in size
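Using laser scanning cytometry, GFP-positive aggregates were counted after lysis of PC12 cells induced with 100 nM tebufenozide to express HTT exon 1 Q103–GFP. Compounds were tested in titration.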
Active calls of the source: *; ? = inconclusive; nt = no result given; [ ] = another dose, or the depositor's remark. Unless noted, calls follow the shape of the dose curve; as a rule, active = well fitted curve in the direction sought with a large enough effect; inconclusive = small, poorly fitted or top-dose-only effect, or another doubt; inactive = no such curve, though single readings can be large; an effect the other way counts as inactive or inconclusive. Outcome played no part in choosing rows; any-hit rate near 4%.

Every second line gives: CBFb RUNX1 block | LMNA splice mod | IMPase Li cell | KinaseGlo FLuc | SMN2 splice enh | HTT ATP protect | HTT aggregate
#1 Cc1ccccc1OCCCn1c(CO)nc2ccccc21
→ 5% | nt | 5% | 0% | 4% | -52%[inhibitor] | -9%
#2 Cc1ccc(NC(=S)NCc2ccc(S(N)(=O)=O)cc2)c(C)c1
→ -1% | nt | -7% | -4% | nt | 13%[10 µM] | 13%[9.22 µM]
#3 CS(=O)(=O)N1CCN(c2ccc(NC(=O)CSc3nnc(-c4ccco4)o3)cc2)CC1
→ 7% | nt | -2% | nt | nt | -40%[inhibitor] | 9%
#4 CC(C)N(CCC#N)C(=O)Nc1ccc2c(c1)CCO2
→ 1% | nt | nt | nt | nt | 6%[10 µM] | -5%[9.22 µM]
#5 COCCNS(=O)(=O)c1ccc(-c2ccc(C)cc2)cc1
→ 1% | ? | 20%[38.3 µM] | -4% | nt | -8% | ?
#6 COCCNC(=O)COC(=O)/C=C/c1cnc2ccccc2n1
→ -1% | 7% | -1%[38.3 µM] | 2% | 15% | 8% | 11%
#7 CCOC(=O)c1c(-c2ccccc2)csc1NC(=O)c1ccc(S(=O)(=O)N2CC(C)OC(C)C2)cc1 (centres undefined)
→ -6% | -13% | 10%[38.3 µM] | -1% | -24% | 26%[10 µM] | -12%
#8 CN(CCOC(=O)c1ccccc1)Cc1ccccc1
→ -9% | 4% | -3% | 2% | -1% | 23%[10 µM] | -13%
#9 CC(=O)c1ccc(-c2nnc(CCC(=O)N(C)Cc3cccc4cnccc34)o2)s1
→ 2% | nt | 6% | nt | nt | -16%[10 µM] | -9%[9.22 µM]
#10 CCOC(=O)CSc1nc(-c2ccccc2)cc(C(F)(F)F)n1
→ ? | -10% | 14% | -5% | -3% | -11%[10 µM] | -5%
#11 Cc1ccc2[nH]c(=O)c(CN(C(=O)c3cccs3)c3ccccc3)cc2c1
→ -3% | ? | ? | 9% | 25% | -6%[10 µM] | -2%
#12 Cn1c(=O)c2c(O)c([N+](=O)[O-])c(=O)n(C)c2n(C)c1=O
→ 16% | nt | nt | nt | nt | -14%[10 µM] | 2%[9.22 µM]
#13 CN(C)S(=O)(=O)N1CCC(CO)(Cc2cccc(C(F)(F)F)c2)CC1
→ 6% | 4%[46 µM] | 17% | 2% | nt | 18%[10 µM] | 3%[9.22 µM]
#14 O=C(NC(n1ccc(=O)[nH]c1=O)C(Cl)(Cl)Cl)C12CC3CC(CC(C3)C1)C2 (centres undefined)
→ 18% | nt | nt | nt | nt | 7%[10 µM] | 0%[9.22 µM]
#15 O=C1c2ccccc2C(=O)N1CNc1ccccc1
→ 7% | -12% | 15%[38.3 µM] | 0% | 14% | -12%[10 µM] | 15%
#16 COc1ccc(N/C(=N\c2nc(C)cc(C)n2)NC(C)=O)cc1OC
→ 9% | -1% | -7% | 1% | -7% | 1% | 14%
#17 CCc1nn(C(C)C(=O)NCCc2ccc(OC)c(OC)c2)c(=O)c2cc3occc3n12 (centres undefined)
→ 4% | -2% | 18%[38.3 µM] | -1% | 8% | -17% | -15%
#18 CCOc1ccccc1C(=O)Nc1cnn(Cc2ccc(F)cc2)c1
→ 2% | 4% | 2% | -2% | 8% | 8%[10 µM] | 19%
#19 CC(C)(CO)NC(=O)CCCOc1ccc(Cl)cc1Cl
→ 6% | -3% | 24%[38.3 µM] | -3% | 10µM* | 16%[1.9 µM] | -2%
#20 CC(C)COc1cccc(C(=O)NC(=S)Nc2cccc(NC(=O)c3ccccc3Cl)c2)c1
→ 3% | 2% | 2% | 1% | -3% | 24%[10 µM] | 15%
#21 COC(=O)CCC(=O)Nc1cccc([N+](=O)[O-])c1
→ -1% | 5%[9.22 µM] | -4% | 5% | 0% | -18% | 26%
#22 Cc1ccc(C(=O)Cc2nnc(C)s2)cc1
→ -3% | -10% | 2% | -3% | 13µM* | nt | 0%
#23 CCOC(=O)c1c(-c2ccc(-c3ccccc3)cc2)csc1NC(=O)C1C2CCC(O2)C1C(=O)O (centres undefined)
→ -18% | 13% | 14%[38.3 µM] | -3% | -2% | -38%[inhibitor] | 16%
#24 Cc1ccc(NC(=O)CSc2nc3ccccc3c(=O)n2CCCC(=O)N2CCCC2)cc1
→ 6% | 4% | -11%[38.3 µM] | 0% | -18% | -12% | 8%
#25 Cc1ccc(NC(=O)CN2C(=O)NC3(CCc4ccccc43)C2=O)cc1 (centres undefined)
→ 4% | ? | 1% | 1% | 19% | 13% | -16%
#26 O=c1c(-c2n[nH]c(=S)o2)cccn1Cc1ccccc1
→ -7% | nt | -2% | 0% | 14% | -28% | 11%
#27 O=C(Cn1cnc2ccccc2c1=O)NCCC(=O)Nc1ccc2c(c1)OCCO2
→ -2% | 4% | -23%[38.3 µM] | 0% | 3% | -4% | 12%
#28 COc1cc(C(CC(=O)N2CCCC2)c2c(OC)cc(OC)c3c(-c4ccccc4)cc(=O)oc23)cc(OC)c1OC (centres undefined)
→ ? | nt | nt | nt | nt | 13%[10 µM] | 23%[9.22 µM]
#29 Cc1ccc(C)c(CSCC(=O)NCc2cccs2)c1
→ -1% | nt | 0% | 0% | 5% | 3.5µM* | 7%
#30 Cn1cc(CCC(=O)N2CCCC(C(=O)c3cccc4ccccc34)C2)cn1 (centres undefined)
→ 9% | nt | 13% | -4% | -21% | -4%[10 µM] | -2%[9.22 µM]
#31 CCC(Sc1nc2n[nH]c(C)c2c(=N)n1-c1cccc(Cl)c1)C(=O)NCCOC (centres undefined)
→ 0% | 12% | -14%[38.3 µM] | -3% | 28% | -32% | -4%
#32 Nc1nc(SCC(=O)N2CCCC2)[nH]c(=O)c1-c1ccccc1
→ 4% | -12% | 13%[38.3 µM] | 0% | 19% | -15%[0.074 µM] | 7%
#33 Cc1ccc(NC(=O)c2ccccc2)s1
→ 0% | 0% | 19%[38.3 µM] | ? | 2µM* | -19%[1.9 µM] | 11%
#34 COc1ccc(-c2nn(-c3ccccc3)cc2N)cc1
→ -8% | -14%[46 µM] | -3% | -4% | 14µM* | -70%[inhibitor] | 29%
#35 COc1ccc(N=C2C(=Nc3ccc(OC)cc3)N(c3ccc(N(C)C)cc3)C(=S)N2c2ccc(OC)cc2)cc1
→ -4% | 4% | 20%[38.3 µM] | -3% | 3% | -3% | ?
#36 Cc1nc2nc(SCC(=O)N3CCOCC3)nn2c(C)c1Cc1c(F)cccc1Cl
→ -7% | 2% | 16%[38.3 µM] | -1% | -20% | 7%[1.9 µM] | 14%
#37 CN1C(=O)/C(=C2\SC(N)=NC2=O)c2ccccc21
→ 0% | 20% | 34%[38.3 µM] | -1% | -24% | -37% | 5%
#38 CCS(=O)(=O)Nc1cccc(C2=NN(S(C)(=O)=O)C(c3ccccc3)C2)c1 (centres undefined)
→ 8% | 2%[46 µM] | 2% | 0% | -1% | -10% | -13%
#39 NC1=NC(=O)CC(C(=O)NCCc2ccccc2)S1 (centres undefined)
→ 0% | 14% | -5%[38.3 µM] | -5% | ? | -3%[10 µM] | -2%
#40 CCOC(=O)CSc1nc2cc(C(F)(F)F)cnc2n1C
→ 6% | nt | nt | nt | nt | 7%[10 µM] | -11%[9.22 µM]
#41 O=C(c1ccc2ccccc2c1)N1CCN(S(=O)(=O)/C=C/c2ccccc2)CC1
→ -4% | ? | 6% | 2% | -21% | 10% | ?
#42 COc1ccc(NC(=O)c2nn(C)cc2[N+](=O)[O-])cc1
→ 3% | nt | nt | nt | nt | 1%[10 µM] | -7%[9.22 µM]
#43 COc1nc(C)nc(NC(=O)NS(=O)(=O)c2ccc(C)cc2)n1
→ 2% | -1% | 19%[38.3 µM] | -2% | 6% | 13% | 5%
#44 COc1ccc(Cl)cc1NC(=O)c1cc(-c2ccccc2O)n[nH]1
→ 6% | ? | 14% | -1% | 0% | nt | 3%
#45 O=C1c2ccccc2NC(c2cnc3ccccc3n2)N1O (centres undefined)
→ -2% | -2% | -9%[38.3 µM] | -17% | 11µM* | -29% | -15%
#46 CCCC1(CCC)C(=O)NC(=NCCc2ccc(OC)c(OC)c2)NC1=O
→ -1% | -9% | -2% | -1% | -2% | 8%[10 µM] | -8%
#47 COc1cc(/C=N/NC(=O)CCc2n[nH]c(=O)[nH]c2=O)cc(OC)c1OC
→ -2% | -11% | 9% | 1% | 4% | -2%[10 µM] | -3%
#48 Cc1cc2cc(CN3C(=O)c4ccccc4C3=O)ccc2[nH]1
→ -7% | 3% | 3% | 2% | 13% | nt | ?
#49 CC(/C=C/c1cccs1)=C\C(=O)O
→ 6% | 5% | 14%[38.3 µM] | 0% | -2% | -1% | -9%
#50 Cc1ccc(NS(=O)(=O)c2ccc3c(c2)C(=O)c2ccccc2C3=O)c(C)c1
→ -18% | -5% | 4% | -1% | -7%[1.84 µM] | -15%[10 µM] | ?
#51 Cc1ccc(CN2CC(C(=O)O)CC2=O)cc1 (centres undefined)
→ 3% | 2% | -7%[38.3 µM] | 7% | -40%[inhibitor] | -6% | 11%[9.22 µM]
#52 CC(=O)Nc1cccc(-c2nc3ccccc3[nH]2)c1
→ -6% | 8%[46 µM] | -6% | -29% | -34%[inhibitor] | -38%[inhibitor] | -4%
#53 COc1ccc(S(=O)(=O)Nc2ccccc2C(=O)NCc2ccco2)cc1
→ -6% | -2% | -9%[38.3 µM] | 3% | -3% | -8%[10 µM] | 8%
#54 CC(=O)Nc1ccc(OC(F)(F)C(F)F)c(NC(C)=O)c1
→ -1% | -7% | -9%[38.3 µM] | 5% | -8% | -4% | 2%[9.22 µM]
#55 CNC(=S)N1N=C(c2ccc(C)cc2)CC1c1ccc(N(C)C)cc1 (centres undefined)
→ 4% | nt | 6% | -1% | 10% | nt | 18%
#56 c1ccc(Cn2c(-c3ccccc3)nc3nc4ccccc4nc32)cc1
→ 11% | ? | 8% | -2% | -23% | nt | 15%
#57 CC(Sc1ccc2c(c1)OCCO2)C(=O)Nc1ncc(Cl)cc1Cl (centres undefined)
→ -1% | 14% | -5%[38.3 µM] | -1% | -16% | -4% | 3%
#58 Cn1c2ccccc2c(=O)c2c(=O)n(Cc3ccccc3)c(-c3ccc(F)cc3)nc21
→ 0% | nt | nt | nt | nt | 9%[10 µM] | 9%[9.22 µM]
